High-throughput results: PubChem, The Scripps Research Institute Molecular Screening Center
CHRM1 antagonist: blocks human M1 muscarinic receptor | P11229 | CHO-K1 hM1, Fluo-8 calcium fluorescence, ACh EC80 antagonist | inhibition, % at 3 µM | 360,000 tested, 1.3% active | AID 588852;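 active means percent inhibition above its own plate's cutoff, namely the mean of that plate's compound wells plus 3 SD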;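 further: peak over basal fluorescence ratio during 140 s after agonist addition; 0% = ACh EC80 plus DMSO and 100% = DMSO alone without agonist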
Target sequence (P11229 whole entry, looked up): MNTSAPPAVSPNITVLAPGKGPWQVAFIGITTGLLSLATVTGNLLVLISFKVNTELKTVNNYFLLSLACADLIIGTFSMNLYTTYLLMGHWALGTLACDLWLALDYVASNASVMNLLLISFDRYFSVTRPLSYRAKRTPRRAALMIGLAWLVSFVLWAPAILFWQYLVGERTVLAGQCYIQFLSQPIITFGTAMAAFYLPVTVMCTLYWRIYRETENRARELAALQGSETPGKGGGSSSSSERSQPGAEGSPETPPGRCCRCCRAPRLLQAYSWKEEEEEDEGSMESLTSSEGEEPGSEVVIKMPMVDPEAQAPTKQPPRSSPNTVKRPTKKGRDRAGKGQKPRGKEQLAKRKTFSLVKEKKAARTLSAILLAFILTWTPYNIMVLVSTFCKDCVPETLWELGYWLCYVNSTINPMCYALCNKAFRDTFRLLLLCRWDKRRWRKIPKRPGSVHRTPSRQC
TAAR1 ag: agonists of human TAAR1 | AID 624467 | CHO RD-HGA16 TAAR1, Fluo-8 calcium fluorescence; vehicle wells 0%, saturating PEA agonist 100% | 360,000 tested, 0.99% active | Q96RJ0 | activation, % at 3 µM;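 active means activation above the mean activation of all test compounds in the run plus 3 SD, cut at about 38% in these data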
Target sequence (Q96RJ0 whole entry, looked up): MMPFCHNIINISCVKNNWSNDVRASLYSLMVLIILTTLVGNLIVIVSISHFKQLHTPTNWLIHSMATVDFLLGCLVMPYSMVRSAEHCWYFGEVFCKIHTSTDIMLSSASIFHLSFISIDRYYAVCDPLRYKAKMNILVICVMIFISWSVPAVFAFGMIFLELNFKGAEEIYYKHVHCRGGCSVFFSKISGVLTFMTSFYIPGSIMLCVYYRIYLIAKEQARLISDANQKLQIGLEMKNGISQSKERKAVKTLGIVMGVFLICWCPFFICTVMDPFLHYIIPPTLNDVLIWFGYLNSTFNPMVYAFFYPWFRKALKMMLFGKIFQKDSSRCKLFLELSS
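Signal – calcium-sensitive Fluo-8 signal, excitation 470-495, emission 515-575 nm · System – RD-HGA16 (CHO) cells co-expressing Gα16 and hTAAR1 · Incubation – 17-24 h seeding, 75 min 37 °C dye, 30 min RT · Compound dosing – 3 µM single concentration · Repeats – no replicates (n 1)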
M5 antag: blocks acetylcholine activation of human M5 receptor | P08912 | CHO-hM5 cells, Fluo-8 calcium fluorescence, ACh EC80 | inhibition, % at 3 µM | 360,000 tested, 0.59% active | AID 624040;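 active means inhibition above a per-plate cutoff, the mean of that plate's test compounds plus 3 SD, cut at about 27% in these data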;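 further: 0% = acetylcholine EC80 with DMSO and 100% = DMSO without agonist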
M1 PAM: human CHRM1 positive allosteric modulation | AID 588819 | activation, % at 3 µM | 360,000 tested, 0.088% active | CHO-K1 hM1, Fluo-8 calcium fluorescence, ACh EC20; 0% = ACh EC20, 100% = maximal ACh; in the data active means activation above about 19%, passing the limit was not always enough
CHRM5 agonist: CHRM5 agonism in calcium assay. activation, % at 3 µM. CHO-K1 hM5 cells, Fluo-8 calcium fluorescence; 0% DMSO wells, 100% maximal acetylcholine response. P08912. 360,000 tested, 0.19% active;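 active means activation above the run's mean over test compounds plus 3 SD, cut at about 23% in these data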;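 further: signal is peak over basal fluorescence ratio across the kinetic read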
CHRM1 agonist: agonists of human M1 muscarinic receptor; activation, % at 3 µM; CHO-K1 hM1, Fluo-8 calcium fluorescence, agonist mode; 0% DMSO, 100% acetylcholine EC100; AID 588814; 360,000 tested, 0.33% active; P11229;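 active means activation above the run's mean compound activation plus 3 SD, cut at about 16% in these data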;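 further: peak over basal fluorescence ratio within a 140 s kinetic read after compound addition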
CHRM4 agonist: CHRM4 agonism in calcium assay; P08173; CHO-K1 hM4/Gqi5, Fluo-8 calcium fluorescence; vehicle 0%, full acetylcholine response 100%; activation, % at 3 µM; 360,000 tested, 0.14% active; AID 624127;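 active means activation above the run mean over all test wells plus 3 SD, cut at about 32% in these data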;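 further: peak over basal fluorescence ratio per well then scaled between controls; 0% = DMSO wells and 100% = acetylcholine at EC100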
M5 PAM: CHRM5 positive allosteric modulation; P08912; CHO-K1 hM5, Fluo-8 calcium, ACh EC20 PAM; 0% = ACh EC20, 100% = ACh EC100; activation, % at 3 µM; 360,000 tested, 0.3% active;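 active means activation above the run cutoff, the mean activation of all test compounds plus 3 SD, cut at about 18% in these data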
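Assay system: CHO-K1 hM5 cells. Also added: acetylcholine at EC20 concentration, added after compound. Dosing: 3 µM, single dose. Times: compound preincubation 140 s before EC20 acetylcholine addition. Signal: Fluo-8 calcium fluorescence. Measure: % activation relative to EC20 and EC100 ACh responses. Repeats: singlicate, one well per test compound.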
CHRM4 antagonist: blocks acetylcholine activation of human M4 receptor | CHO-hM4 cells, ACh EC80, Fluo-8 calcium fluorescence | inhibition, % at 3 µM | 360,000 tested, 0.73% active;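 active means inhibition above its plate's cutoff, the mean inhibition of sample wells plus 3 SD, cut at about 27% in these data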;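 further: 0% = acetylcholine EC80 with DMSO and 100% = DMSO without agonist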
Numbers without * were called inactive; / = no result given. These rows are one share of the data; count on the stated rates, not on these rows.

mol,CHRM1 antagonist,TAAR1 ag,M5 antag,M1 PAM,CHRM5 agonist,CHRM1 agonist,CHRM4 agonist,M5 PAM,CHRM4 antagonist
CCOC(=O)C1=NN(c2ccc(Cl)cc2)C(=O)C1,-14,1,3,10,-5,-4,-1,3,12
COC(=O)N/N=C/c1sc(N2CCCCC2)nc1-c1cccs1,0,-3,1,0,-14,-8,0,0,-1
COc1ccc(CN2C(=O)CCC2(C)c2nnnn2-c2ccc3c(c2)OCCO3)cc1 (centres undefined),/,0,0,/,1,/,1,-8,-6
CCOC(=O)C(C)(C)Oc1cccc2c1S(=O)(=O)c1ccccc1-2,-15,0,10,8,1,-2,3,-9,-10
O=C(CSc1nc2[nH]ncc2c(=O)n1-c1ccccc1)c1ccc2c(c1)OCCO2,5,75*,26,0,14,11,14,-25,4
COc1ccc(CN(C)C(=O)c2ccc(NS(=O)(=O)c3ccc4[nH]c(=O)[nH]c4c3)cc2)c(OC)c1,-2,0,0,8,-4,-3,1,-1,2
Cc1ccc(OCc2cc(C(=O)N(C)CCn3ccnc3C)no2)cc1C,15,4,-5,-11,-6,-5,/,-12,0
Cc1cccc(C)c1OCC(O)CN(Cc1ccccc1O)C1CCCCC1 (centres undefined),-4,-3,4,4,-6,-6,6,2,-1
CSc1ncccc1C(=O)OCC(=O)c1[nH]c(C)c(C(C)=O)c1C,-3,13,1,2,2,-3,17,-9,-18
CCOC(=O)N/N=C\c1ccccc1OC/C=C/c1ccccc1,-2,-1,15,-3,5,0,2,-3,4
CC(C)(C)NC(=O)COC(=O)CCC(=O)c1ccc(Cl)cc1,-6,6,1,-1,4,-2,3,1,-3
CCOc1ccc(-c2nc(N)ncc2-c2ccc(OC)cc2)c(O)c1,1,-1,11,-1,-7,-6,-2,-10,0
O=C(c1ccccc1)N1N=C(c2ccccc2)CC1(O)C(F)(F)F (centres undefined),-20,-3,8,18,-5,-5,-1,-2,0
CC1CC(C)CN(S(=O)(=O)c2ccc3c(c2)n(C)c(=O)c(=O)n3C)C1 (centres undefined),-2,-1,-5,3,4,-1,0,5,1
O=C(CCNC(=O)c1ccc(Cl)cc1)Nc1ncccc1O,-21,3,2,14,-2,1,1,-3,-3
CCN(CC(=O)NCc1ccc(Cl)cc1)S(=O)(=O)c1ccc(NC(C)=O)cc1,15,19,11,-2,2,0,16,-14,21
CCOc1cc(NC(=O)c2ccccc2OC)c(OCC)cc1NC(=O)c1ccccc1,-8,0,3,3,-4,-4,0,0,2
CCN(CC)c1ccc(NC(=O)CCNS(=O)(=O)c2ccc3c(c2)CCC(=O)N3)c(C)c1,-18,2,-13,19,-3,-2,1,6,-12
Cc1cccc2sc(NC(=O)CCNS(=O)(=O)c3cccs3)nc12,13,18,11,-4,5,0,11,-6,4
CN1CCN(C(=O)c2cnn3c2NC(c2ccccc2)CC3C(F)(F)F)CC1 (centres undefined),4,1,3,2,2,-4,1,-2,-16

Among those listed so far, 4 have a Cl atom:
mol,CHRM1 antagonist,TAAR1 ag,M5 antag,M1 PAM,CHRM5 agonist,CHRM1 agonist,CHRM4 agonist,M5 PAM,CHRM4 antagonist
CCOC(=O)C1=NN(c2ccc(Cl)cc2)C(=O)C1,-14,1,3,10,-5,-4,-1,3,12
CC(C)(C)NC(=O)COC(=O)CCC(=O)c1ccc(Cl)cc1,-6,6,1,-1,4,-2,3,1,-3
O=C(CCNC(=O)c1ccc(Cl)cc1)Nc1ncccc1O,-21,3,2,14,-2,1,1,-3,-3
CCN(CC(=O)NCc1ccc(Cl)cc1)S(=O)(=O)c1ccc(NC(C)=O)cc1,15,19,11,-2,2,0,16,-14,21

Later entries
mol,CHRM1 antagonist,TAAR1 ag,M5 antag,M1 PAM,CHRM5 agonist,CHRM1 agonist,CHRM4 agonist,M5 PAM,CHRM4 antagonist
COc1cc(C(=O)OCCC(C)C)cc(OC)c1O,-19,-2,-5,14,-3,-1,0,4,-8
COc1ccc2[nH]c(=O)c(CN(Cc3cccnc3)C(=O)Nc3ccccc3)cc2c1,13,8,18,-6,0,0,12,-19,6
CCCCCNC(=O)C(c1ccc(-c2ccccc2)cc1)n1c(=O)c(-c2ccccc2)nc2ccccc21 (centres undefined),/,0,8,/,1,/,0,-3,-1
C=CCNc1nc2ccccc2nc1NS(=O)(=O)c1ccc(Br)cc1,16,2,1,-12,-2,-1,4,-7,15
Cc1cc(C)nc(N/N=C/c2ccccc2OCC(=O)O)n1,-2,1,2,3,1,-3,1,2,6
Cc1ccc(C(=O)N2CCN(c3ccc(C(F)(F)F)cn3)CC2)c(C)c1,17,0,-1,-11,3,-2,6,-10,9
O=C(CCNC(=O)c1ccccc1Cl)NCCCSc1ccccc1,-5,3,5,6,2,-4,1,-7,-3
O=C(Cc1cccc2ccccc12)Nc1cc(C(=O)O)cc(C(=O)O)c1,-5,13,8,5,0,-2,0,4,-5
CCC(CC)C(=O)Nc1cccc(C(=O)Nc2ccc(S(N)(=O)=O)cc2)c1,4,10,8,3,-3,-3,0,2,-1
NC(=O)c1nsc(C(=O)N(Cc2cccnc2)C(C(=O)NCc2ccccc2)c2ccc(O)cc2)c1N (centres undefined),10,2,5,0,-3,-4,2,-2,-6
CCOC(=O)N1CCC(NC(=O)CSCc2nc(-c3sccc3C)oc2C)CC1,-12,/,-10,4,2,-1,4,3,-25
O=C(COC(=O)c1ccc(O)cc1O)NC1CC1,7,3,5,0,2,-1,1,-7,8
Cc1ccc(S(=O)(=O)N2CCCCC2)cc1NC(=O)COC(=O)C1=COCCO1,3,10,1,-9,0,-4,1,-3,0
COc1cc(CNCc2ccccc2)cc(Cl)c1OC,-17,3,2,15,0,-5,1,7,-5
Cc1cc(C)nc(Nc2ccc(N3CCCC3)cc2)n1,3,3,5,-6,-3,-7,0,-5,1
O=S1(=O)CC(O)C(NCCO)C1 (centres undefined),-1,1,-4,5,-1,-7,0,-3,0
CCOC(=O)c1snc2c(=O)[nH]cnc12,-2,19,2,11,-2,0,1,1,8
O=C(NN=C1c2ccccc2-c2ccccc21)c1ccccn1,-6,/,6,5,0,-6,2,-1,5
CN(C)c1ccc(/C=N/NC(=O)c2ccccc2O)o1,-11,2,7,8,0,-6,0,-3,2
CC(C)n1nnc(-c2ccc(OCc3ccccc3F)cc2)n1,-9,6,0,-1,-2,-4,1,-2,3
CCOCCCNC(=O)c1ccc(NC(C)=O)cc1,12,-2,4,-3,-1,-1,0,-12,-2
O=C1CC(Nc2ccccc2)C(=O)N1CCc1ccccc1 (centres undefined),-1,4,-9,0,-5,-1,2,2,-10
CCOC(=O)c1ccc2[nH]c3c(c2c1)CCCC3,4,4,3,-3,-1,-8,-2,-5,15
CCN1CCN(CCC(=O)Nc2ccc(F)c(F)c2)CC1,-18,1,8,6,-4,-4,1,-6,-4
O=[N+]([O-])c1ccc(OCCCOc2cccc3cccnc23)cc1,1,1,8,-11,0,-9,5,-8,-4
O=C1C2CCCN2C(c2ccc(F)cc2)N1c1cccc(Cl)c1 (centres undefined),-3,1,-8,17,-3,-4,2,-3,-19
CCCC(=O)N1CCC1(C)C(=O)Nc1cc(C)ccc1C (centres undefined),-14,-1,2,9,-1,-4,0,1,-3
N=c1nc(SCCC(=O)O)ss1,-3,3,2,3,1,-2,1,-2,9
C[C@H](CO)N1C[C@H](C)[C@@H](CN(C)Cc2ccncc2)Oc2c(cccc2N(C)C)C1=O,6,0,5,-4,5,-6,0,-7,0
Cc1nc2ccc(Cl)cc2c(-c2ccccc2F)c1CC(=O)O,-6,3,5,12,-1,-5,0,2,6
COc1ccc(N(CC(O)Cn2cnc3ccccc32)S(=O)(=O)c2ccc(C)cc2)cc1 (centres undefined),8,6,2,-24,-7,-15,6,-10,-11
Cc1ccc(-n2nnc3c(=O)n(CC(=O)NCC4CCCO4)cnc32)cc1 (centres undefined),-2,2,-9,1,0,-6,-1,-2,0
COCCCn1c(SCC(=O)NC2CCCC2)nnc1-c1ccco1,8,5,0,-2,-4,-4,0,-4,-2
C=CCN(CC=C)C(=O)CN1C(=O)NC(c2ccccc2)(c2ccccc2)C1=O,-18,11,-7,6,1,2,3,2,-37
CN1CC(=O)NC1=NC(=O)C12CC3CC(CC(C3)C1)C2,-1,18,0,-2,3,8,0,1,6
Cc1cccc(N=C2NC(=O)c3cc([N+](=O)[O-])ccc32)c1,-7,-1,-8,8,1,-5,0,8,2
C=CCNC(=O)c1onc(CSc2ccc(OC)cc2)c1C(=O)O,7,16,13,0,2,-2,0,-1,5
COc1ccc(CNC(=O)c2c(O)c3cccc4c3n(c2=O)CCC4)cc1,3,-1,-4,5,-1,2,1,-1,-2
Cc1ccc(NC(=O)Cn2nnc3ccccc3c2=O)cc1,0,0,3,2,-1,-2,2,11,-9
N#C/C(=C\c1cn(CC(=O)O)c2ccccc12)C(=O)NCc1ccccc1,-23,0,-5,21,0,0,2,-1,-7
Cc1cc(C)cc(OCC(=O)OCC(=O)c2c(N)n(C)c(=O)n(C)c2=O)c1,-14,10,-2,14,4,-2,0,4,2
CCOc1cc(/C=N/OC(C)=O)ccc1OCc1ccccc1,-4,3,0,4,-5,-4,0,9,3
O=C(NC(=S)N1CCOCC1)c1ccc(F)cc1,-1,1,2,0,1,-2,0,2,-8
CN=c1scc(C)n1/N=C/c1ccc(O)cc1O,-6,8,0,5,1,-1,6,-6,-10
CC(NC(=S)Nc1ccc(OC(F)F)c(Cl)c1)C(C)(C)C (centres undefined),16,9,19,-5,7,2,14,-12,3
Cc1nn(CC(=O)NCCCc2ccccc2)c(C)c1[N+](=O)[O-],-13,-1,0,7,-3,-7,1,1,9
CCOC(=O)C1(CCCc2ccccc2)CCN(C2CCN(C(C)=O)CC2)CC1,13,2,30*,-8,-19,-6,1,-36,-8
Cc1ccccc1NC(=O)Cc1nc(COC(=O)c2cc(Br)ccc2O)cs1,0,-2,0,0,0,-4,2,1,3
O=C(Nn1c(=S)[nH]c2ccccc2c1=O)c1ccncc1,-9,4,0,9,0,1,0,-1,4
Cc1cc(OC(C)C(=O)NCc2ccncc2)c2c(C)cc(=O)oc2c1 (centres undefined),-4,1,-7,1,-5,-2,6,-3,-19
CCN(CCCNC(=O)CNC(=O)c1nn(-c2ccc(OC)cc2OC)c(=O)c2ccccc12)c1cccc(C)c1,-9,-1,0,7,-3,-12,4,1,-4
O=C(NC1CCCC(C(F)(F)F)C1)c1ccc([N+](=O)[O-])o1 (centres undefined),-2,8,-6,8,-2,-2,2,8,-9
CC1([N+](=O)[O-])COC(c2cccc3ccccc23)OC1 (centres undefined),11,3,0,-9,-1,-2,1,0,-3
